# SR-BI uptake up: activators of SR-BI mediated HDL lipid uptake | CHO ldlA[mSR-BI] cells, DiI-HDL uptake fluorescence, 3 h; 100 = double the neutral-control signal | activation, % at 12.5 µM | 0.096% of 320,000 active | AID 504775;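 active = mean replicate activation of at least 60% and every replicate at or above 60%; inconclusive = mean or all-replicate condition met, but not both; inactive = mean below 60% and not all replicates reaching 60%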;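 also: 0% = median plate neutral-control signal and 100% = twice that signal; values of inactives mirror those of a sister screen read the other way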
#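 Assay system: CHO ldlA[mSR-BI] cells, LDL receptor-null, SR-BI overexpressing; medium: Ham's F12 with 0.5% BSA, HEPES 25 mM, pH 7.4; also added: DiI-HDL 10 µg/mL; timing: 3 h uptake period with compound, 37 °C; signal: DiI fluorescence, bottom read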
# SR-BI HDL uptake: blocks mouse SR-BI lipid uptake from DiI-HDL; Q61009; ldlA[mSR-BI] CHO cells, DiI-HDL uptake fluorescence, 3 h; inhibition, % at 12.5 µM; 0.96% of 320,000 active; AID 488896;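 active = mean replicate inhibition of at least 70% and a set share of replicates each scoring 70 or more; inconclusive = meets just one of the two criteria; inactive = fails both criteria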;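 also: 0% = median of neutral control wells and 100% = median of positive control wells; values of inactives mirror those of a sister screen read the other way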
# Target sequence (Q61009 whole entry, looked up): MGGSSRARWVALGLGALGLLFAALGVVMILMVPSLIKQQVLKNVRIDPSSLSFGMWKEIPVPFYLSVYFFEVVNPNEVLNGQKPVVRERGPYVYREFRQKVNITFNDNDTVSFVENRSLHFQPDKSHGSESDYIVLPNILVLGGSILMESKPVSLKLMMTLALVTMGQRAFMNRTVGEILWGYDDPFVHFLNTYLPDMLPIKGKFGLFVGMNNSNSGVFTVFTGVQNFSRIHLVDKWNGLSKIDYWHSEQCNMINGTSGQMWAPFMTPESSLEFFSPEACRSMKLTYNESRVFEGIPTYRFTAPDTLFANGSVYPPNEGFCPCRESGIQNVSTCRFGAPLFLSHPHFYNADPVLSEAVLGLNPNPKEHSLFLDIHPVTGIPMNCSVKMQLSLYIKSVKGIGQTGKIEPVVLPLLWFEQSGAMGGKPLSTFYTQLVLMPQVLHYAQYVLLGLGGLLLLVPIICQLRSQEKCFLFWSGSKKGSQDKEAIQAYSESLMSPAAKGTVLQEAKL
# phage Ecoli inh: E. coli growth loss with phage present | growth absorbance | inhibition, % at 11.9 µM | 0.26% of 360,000 active | AID 651602; in the data active = inhibition above about 11%
# Wnt bcat act: activators of Wnt/beta-catenin signaling | Wnt/beta-catenin reporter cell assay, activator, plate reader | activation, % at 9.35 µM | 1.2% of 300,000 active | AID 743398; in the data active = activation above about 30%, passing the limit was not always enough; inconclusive = no clear call, values can overlap the other calls;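 also: 0% = neutral control wells and 100% = positive control wells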
# MITF TRPM1 HTS: increases MITF-driven TRPM1 promoter luciferase signal; SK-MEL-5 TRPM1-promoter luciferase, 24 h; % of positive control, neutral wells = 0; activation, % at 12.5 µM; 0.75% of 300,000 active;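 active = mean activation of at least 80% with every replicate also reaching 80%; inconclusive = mean reaches 80% but some replicate falls short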;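 also: 0% = neutral control wells and 100% = parthenolide positive control wells; values of inactives mirror those of a sister screen read the other way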
# Ecoli viability: bacterial growth inhibition, counter-screen for AddAB inhibitors; E. coli V3065 growth, OD600 absorbance, 18 h; inhibition, % at 11.9 µM; 0.27% of 330,000 active;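 active = inhibition above the campaign's mean inhibition across all tested compounds plus 3 SD, cut at about 9.9% in these data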;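 also: uninfected addAB+ strain grown without phage in ampicillin broth; 0% = DMSO wells and 100% = ciprofloxacin 0.95 µg/ml wells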
# CAL PDZ FP-1: inhibitors of human CAL PDZ peptide binding | purified CAL PDZ, TMR-peptide fluorescence polarization, 1 h | inhibition, % at 20 µM | 0.02% of 330,000 active | AID 504414;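 active = highest replicate inhibition of at least 40%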;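 also: plate controls were DMSO neutral control wells for no effect and unlabeled competitor peptide control wells for full effect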
#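 Read-out basis: mP drop reported as inhibition | Assay system: Tagged CAL PDZ protein CerCALP, purified | Benchmarks: Unlabelled peptide for full inhibition, DMSO wells as neutral | Schedule: 1 h incubation at room temperature before polarization reading | Buffer or medium: Sodium phosphate/NaCl buffer pH 7.4 with TCEP, IgG, Thesit | Doses: Single point, 20 µM | Measured by: Fluorescence polarization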
# AddAB inh: less growth of phage-infected E. coli with AddAB; E. coli expressing H. pylori AddAB, absorbance growth; inhibition, % at 11.9 µM; 0.29% of 330,000 active; AID 435030; in the data active = inhibition above about 12%;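 also: 0% = vehicle wells of infected cells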
# CAL PDZ FP-2: inhibitors of human CAL PDZ peptide binding | 0.92% of 300,000 active | inhibition, % at 24.9 µM | Q9HD26 | purified CAL PDZ, TMR-peptide fluorescence polarization, 1 h | AID 602252;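 active = mean inhibition of at least 30% with at least half of replicates also reaching 30%; inconclusive = no clear call, values can overlap the other calls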;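 also: 0% = DMSO neutral control and 100% = excess unlabeled competitor peptide PRC23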
# Tat export inh: inhibitors of E. coli Tat protein transport; E. coli MC4100 TorA-mCherry Tat export, fluorescence; AID 488895; 0.036% of 340,000 active; inhibition, % at 10 µM;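 active = mean replicate inhibition at least 50% and at least half of replicates individually reaching 50%; inconclusive = only one of the two criteria met; inactive = neither criterion met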;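 also: exported cargo escapes ClpAP degradation while cytoplasmic cargo is degraded and loses fluorescence; 0% = median of neutral control wells and 100% = median of NaSCN control wells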
# * hit, by the source's call; u = inconclusive; x = not tested or not shown.
SMILES,SR-BI uptake up,SR-BI HDL uptake,phage Ecoli inh,Wnt bcat act,MITF TRPM1 HTS,Ecoli viability,CAL PDZ FP-1,AddAB inh,CAL PDZ FP-2,Tat export inh
O=C(COC(=O)C12CC3CC(CC(O)(C3)C1)C2)Nc1ccc(Br)cc1F,12,-12,5.2,u,129*,-0.3,-1.4,2.2,-3,6
CC1(c2ccc3noc(-c4cccc(F)c4)c3c2)OCCO1,-4,4,0.3,1,9,0.8,-1.5,0.8,-5,-3
O=C(COc1ccccc1Br)NC1CC1,17,-17,0.5,-1,9,0.2,-1.7,0.2,-4,2
CCCCC(OC(=O)c1ccco1)C(=O)NCc1ccc(C)cc1 (centres undefined),x,x,-0.2,-1,x,-0.8,-2.3,1.6,-4,0
COc1ccc(/C=N\Nc2ncc(F)c(N3CCOCC3)n2)cc1OC,-16,16,1.4,6,x,-1.0,0.1,2.5,3,15
C=CCn1c(N)cc(=O)nc1SCC(=O)NC(C)c1ccccc1 (centres undefined),22,-22,-0.6,x,0,0.8,-2.2,0.3,-1,22
O=C(CSc1n[nH]c(-c2cccs2)n1)NCCc1ccccc1,43,-43,1.7,-3,-15,1.4,-3.0,1.9,-1,-4
COc1ccc(C(=O)Nc2cc(=O)[nH]c3ncnn23)cc1,x,x,0.9,0,-2,-1.2,-1.4,-0.8,-1,6
O=C(CC1CCCCC1)N1CCC(c2nc(-c3ccc(S(=O)(=O)N4CCCC4)cc3)no2)CC1,1,-1,1.6,0,-26,-1.4,-2.2,2.6,2,0
CCOCCn1c(=NC(=O)c2cc3ccccc3oc2=O)sc2cc(S(N)(=O)=O)ccc21,-29,29,3.4,x,-7,-1.8,-13,0.5,-3,-2
Cc1nc2c(C#N)cnn2c2c1CCN2CC1CCCO1 (centres undefined),-13,13,1.5,-3,2,-1.4,0.0,-0.4,6,-2
COc1ccc(Cl)cc1NC(=O)CCn1cnc2ccccc2c1=O,-33,33,1.9,x,3,-0.4,-0.3,2.1,x,-13
CC(C)c1ccc(CN2CCSCC2)cc1,18,-18,1.6,0,-2,0.2,-1.5,3.4,x,2
Fc1ccc(-c2n[nH]c(=S)n2-c2ccc3c(c2)OCCO3)cc1,-2,2,1.8,1,x,0.4,0.4,-0.3,x,-3
O=C(NCc1cccnc1)c1noc2c1CCCCC2,-1,1,x,-1,-4,-0.4,x,0.3,3,-5
c1ccc(-c2onc3cc4c(cc23)OCCO4)cc1,-21,21,2.4,x,106*,1.4,-2.9,0.3,-3,-1
COc1ccc(CCNC(=O)C2CC(c3ccc([N+](=O)[O-])cc3)=NO2)cc1 (centres undefined),-8,8,1.4,7,x,-1.7,-0.3,2.9,-2,5
N#C/C(=C\c1ccccc1)C(=O)NC1CC1,16,-16,-2.2,-3,-9,-0.5,-0.3,0.8,3,-3
Cc1cc(C(=O)COC(=O)C2=COCCO2)c(C)n1-c1cccc(F)c1,-11,11,1.9,2,107*,1.7,-2.3,1.9,3,13
O=C(NCCNCCO)C1(C(F)(F)F)C/C(=C\CCO)CCCO1 (centres undefined),4,-4,3.7,5,-6,-1.7,-0.8,1.8,0,0
Cc1ccc(-n2ncc3c(=O)n(-c4ccc(C)c(C)c4)c(C)nc32)cc1,-51,51,1.3,x,3,-0.2,-1.3,3.2,-2,5
COc1cccc(CNC(=O)c2cc(S(=O)(=O)N3CCOCC3)ccc2N2CCCC2)c1,9,-9,7.4,2,1,-3.2,-1.5,0.0,x,1
S=C(Nc1ccccc1)N1CCN(c2ccccn2)CC1,4,-4,3.4,1,14,0.8,-1.7,4.0,-24,-2
N#CC1=C(N)SC(N)=C(C#N)C1c1c(Cl)cccc1Cl,-1,1,2.1,x,13,-0.6,-1.4,1.6,-3,-12
O=C1CSC(=S)N1Cc1cccs1,20,-20,-1.8,-3,-12,x,-2.0,x,x,-13
Cc1cc(C)c(NC(=O)c2cnn(C)c2)c(C)c1,6,-6,0.7,-6,-4,-2.9,-2.5,-2.0,-2,2
COc1ccc(OC)c(S(=O)(=O)N2CCC(C(=O)NCc3ccccc3OC)CC2)c1,-13,13,2.6,-3,x,0.5,-0.4,4.5,x,13
COc1ccc(NC(=O)c2cc(-c3ccc(C)cc3O)n[nH]2)c(OC)c1,-31,31,0.9,3,-13,-0.7,0.2,1.9,-1,6
COCCNC(=O)/C(C#N)=C\c1ccc(CNC(=O)C(=O)Nc2ccc(C)c(C)c2)o1,-22,22,3.2,0,-9,1.3,-2.2,-1.9,-7,-1
COCCCNC(=O)CN(CCc1ccccc1)S(=O)(=O)c1ccccc1,14,-14,4.4,-3,11,-0.1,-0.8,3.8,2,0
COc1ccc(C(O)(C2CCCCC2)C(CN2CCCC2)c2ccccc2)cc1 (centres undefined),20,-20,0.9,0,5,-0.3,0.2,-2.5,-5,2
Cc1c(C)c2ccc(OCC(=O)N3CCOCC3)c(C)c2oc1=O,2,-2,0.1,0,15,0.6,-2.7,4.8,-2,-2
CC1CCC(NS(=O)(=O)c2cccc3nsnc23)CC1 (centres undefined),27,-27,0.1,-1,2,-1.3,-2.8,3.5,10,-11
C(=N\Nc1ncnc2sc3c(c12)CCC3)/c1ccncc1,x,31,1.6,2,-3,-0.2,-2.5,-0.5,-5,6
COc1ccc(NC(=O)COC(=O)Cc2coc3cc(OC)ccc23)c(OC)c1,-14,14,2.7,-2,-6,2.2,-0.5,1.1,-10,8
O=C(COC(=O)c1ccccc1Br)Nc1ccccc1F,11,-11,3.0,-2,20,1.4,-1.7,1.4,0,8
COc1ccc(CCNC(=O)CS(=O)Cc2nc(-c3ccccc3Cl)oc2C)cc1OC (centres undefined),-14,14,0.5,-2,1,2.2,-2.7,2.2,1,14
COc1cc2nc(C3CCC3)n(NC(=O)C3CCCC(OC)C3)c(=O)c2cc1OC (centres undefined),-1,1,2.1,-1,-3,0.2,-0.3,1.4,8,1
Cc1ccc(S(=O)(=O)Oc2ccc(/C=N/NC(=O)c3nn(C)cc3Cl)cc2)cc1,-49,49,2.6,-8,x,-3.8,x,2.0,-4,1
Cc1cc(C)cc(C(=O)N/N=C/c2ccoc2)c1,-16,16,4.3,-2,-1,0.2,-1.7,1.7,-14,-3
CCCC12CN(C(=O)c3ccc(OC)cc3)CC(C)(CN(C(=O)c3ccc(OC)cc3)C1)C2=O,9,-9,3.3,5,-5,-1.0,-1.4,1.2,-3,6
COc1ccccc1C(=O)Nc1cccc(N(C)S(C)(=O)=O)c1,-16,16,1.8,x,x,0.7,0.5,1.6,x,0
Cc1cc(C(=O)Nc2cccc3ccccc23)co1,4,-4,1.9,2,13,1.4,-0.7,0.2,0,7
O=c1nc(N2CCCCC2)nc(Nc2ccccc2)[nH]1,19,-19,0.4,0,7,0.7,-3.8,1.6,-3,-2
N#Cc1ccc(Cl)cc1NC(=O)COC(=O)[C@H](CCC(N)=O)NC(=O)c1ccc(F)cc1,5,-5,3.8,x,0,1.7,-1.4,4.5,-10,-15
CN(C)C(=N)c1n[nH]nc1SCc1ccc(Cl)c(Cl)c1,x,x,2.9,-2,1,-0.2,0.9,-1.6,1,-4
O=C(Nc1ccc(S(=O)(=O)Nc2ncccn2)cc1)c1cccc(S(=O)(=O)N2CCOCC2)c1,x,x,1.8,4,-4,-0.8,-2.0,3.1,0,23
Cc1c(C(=O)N/N=C/c2cccnc2)nnn1-c1nonc1N,16,-16,1.8,-2,0,2.6,0.6,3.3,-3,-3
Cc1ccc(N=C(c2cccs2)N2CCOCC2)cc1,-35,35,1.1,15,26,1.6,0.1,-0.9,-2,-14
Cc1ccc(C)c(NC(=O)c2ccc(OCc3c(C)noc3C)cc2)c1,-64,64,1.2,2,-2,-1.9,-1.3,0.4,-3,-3
Cc1cc(C)c(C(=O)CSc2nnc(C)c(=O)[nH]2)cc1C,-7,7,0.1,0,-4,1.0,-0.7,0.8,-3,3
CC(C)(C)c1csc(NC(=O)CCc2ccccc2)n1,-37,37,0.8,17,48,3.7,-1.2,-1.1,-4,-16
C=CCN1C(=O)c2ccc(C(=O)NCCc3ccc(F)cc3)cc2C1=O,18,-18,2.0,0,5,1.3,-0.4,-1.7,-3,-9
CCCC1=C(C(=O)OCC)C(c2ccc(O)cc2)n2ncnc2N1 (centres undefined),u,-63,1.8,-4,4,-0.2,-3.7,2.2,-3,3
COc1ccc(CCNC(=O)CCS(=O)(=O)c2ccc3c(c2)NC(=O)C(C)S3)cc1OC (centres undefined),49,-49,4.0,-2,1,-1.9,-1.6,1.0,-2,-1
O=C(CNS(=O)(=O)c1cccc(Cl)c1)OCc1csc(-c2ccccc2)n1,32,-32,1.2,x,1,-2.9,-2.0,0.2,0,20
COc1ccc(Cn2c(C)nc([N+](=O)[O-])c2SCC(=O)O)cc1[N+](=O)[O-],32,-32,1.9,-2,1,-1.8,-0.4,2.8,3,-7
O=c1[nH]c2cc3c(cc2cc1CN(Cc1nnnn1C1CCCC1)C1CCCC1)OCCO3,-31,31,1.9,x,3,0.2,x,0.5,-4,-1
Cn1c(=O)c2ncn(CC(=O)Nc3ccc4c5c(cccc35)CC4)c2n(C)c1=O,1,-1,3.5,-7,-5,0.2,-6.3,4.8,-2,-6
O=C(c1cc(=O)[nH]c2ccccc12)N1CCN(c2ccc([N+](=O)[O-])cc2)CC1,x,x,1.4,39*,-13,2.4,0.3,1.6,-4,2
# (list continues)
SMILES,SR-BI uptake up,SR-BI HDL uptake,phage Ecoli inh,Wnt bcat act,MITF TRPM1 HTS,Ecoli viability,CAL PDZ FP-1,AddAB inh,CAL PDZ FP-2,Tat export inh
CC(=O)Nc1cccc(NC(=O)CSc2ccc(C(F)(F)F)cc2[N+](=O)[O-])c1,6,-6,2.1,-1,-4,0.6,0.0,1.0,-2,-5
CCCNC(=O)COC(=O)/C(C#N)=C/c1cc(C)n(CCC)c1C,-1,1,1.7,1,11,-3.6,0.0,-4.1,-2,-5
Cc1ccc(NC(=O)CCC(=O)NNS(=O)(=O)c2ccccc2)c(C)c1,-16,16,2.1,x,-11,-2.3,-0.3,2.6,2,-10
CC(=O)NCCC(Cc1ccccc1)c1ccco1 (centres undefined),-12,12,1.9,2,4,-1.0,0.2,0.0,-2,-3
NS(=O)(=O)c1ccc(CCNc2ccccc2[N+](=O)[O-])cc1,x,x,-1.1,8,48,-1.1,0.1,3.1,-5,1
Cc1cc(C)c2nncn2n1,18,-18,-0.8,2,6,0.9,0.6,-0.8,-5,10

# Another view of part of the listing above.
# Values in the order: SR-BI uptake up	SR-BI HDL uptake	phage Ecoli inh	Wnt bcat act	MITF TRPM1 HTS	Ecoli viability	CAL PDZ FP-1	AddAB inh	CAL PDZ FP-2	Tat export inh
COc1cc2nc(C3CCC3)n(NC(=O)C3CCCC(OC)C3)c(=O)c2cc1OC (centres undefined)
  -1	1	2.1	-1	-3	0.2	-0.3	1.4	8	1
Cc1ccc(S(=O)(=O)Oc2ccc(/C=N/NC(=O)c3nn(C)cc3Cl)cc2)cc1
  -49	49	2.6	-8	x	-3.8	x	2.0	-4	1
